STK33 inh – blocks human STK33 kinase activity; purified STK33, MBP phosphorylation, ADP-Glo luminescence; Q9BYT3; inhibition, % at 10 µM; AID 2661; 320,000 compounds, 0.073% hits;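 active means inhibition at or above 25%, using the most active replicate where run in duplicate; inactive means inhibition below 25%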
OX1R antag-1 – blocks the human orexin 1 receptor; O43613; 330,000 compounds, 1.8% hits; OX1R-expressing cells, FRET antagonist read-out; inhibition, % at 6.6 µM; AID 485270; in the data active means inhibition mostly above about 38%, no sharp cut-off; inactive means mostly below about 40%;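 further: 0% = agonist challenge alone and 100% = reference antagonist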
Target sequence (O43613 whole entry, looked up): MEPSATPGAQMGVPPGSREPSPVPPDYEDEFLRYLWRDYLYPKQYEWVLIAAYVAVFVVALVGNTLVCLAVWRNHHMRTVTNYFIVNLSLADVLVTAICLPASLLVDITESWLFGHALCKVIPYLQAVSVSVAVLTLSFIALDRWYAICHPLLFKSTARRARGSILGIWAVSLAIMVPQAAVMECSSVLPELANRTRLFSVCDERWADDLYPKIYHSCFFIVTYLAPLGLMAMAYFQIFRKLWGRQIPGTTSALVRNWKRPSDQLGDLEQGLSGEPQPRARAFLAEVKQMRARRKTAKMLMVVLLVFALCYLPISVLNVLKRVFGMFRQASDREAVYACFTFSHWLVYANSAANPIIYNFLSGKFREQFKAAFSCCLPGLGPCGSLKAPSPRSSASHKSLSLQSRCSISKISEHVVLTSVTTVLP
OX1R antag-2 – human HCRTR1 antagonism; CHO/OX1R cells, Fluo-8 calcium fluorescence, orexin A; O43613; 330,000 compounds, 0.43% hits; AID 434989; inhibition, % at 5 µM;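 active means inhibition above its plate's threshold, mean inhibition of all tested compounds on the plate plus 3 SD, cut at about 37% in these data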;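 further: 0% = orexin A challenge wells and 100% = SB-334867-A antagonist wells; not every result past the cut was called active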
Active calls of the source: *; nt = not tested or not shown. Not all compounds are listed, so the mix of outcomes need not match the whole.

SMILES	STK33 inh	OX1R antag-1	OX1R antag-2
CCCCCc1cc(O)c2c3c(c(=O)oc2c1)CN(C)CC3	0.4	6	-5
Cc1sc2ncnc(N3CCC(C(=O)Nc4ccc(C#N)c(Cl)c4)CC3)c2c1C	nt	25	-16
C/C(=N\Nc1cccc2ccccc12)c1c(O)n(Cc2ccccc2)c(=O)[nH]c1=O	-0.5	21	-3
O=C1/C(=C/c2cc([N+](=O)[O-])ccc2Cl)N2CCC1CC2	0.4	30	-21
Cc1ccc(NC(=O)CSc2nnc([C@@H](N)Cc3c[nH]c4ccccc34)o2)c(C)c1	-0.5	7	-20
c1ccc2c(c1)Nc1ccccc1S2	-3.8	26	-8
COc1ccc(C(=O)C2CCCN(C3CSCCSC3)C2)cc1OC (stereo not drawn)	-0.9	18	-34
CC12CC[C@H]3[C@@H](CCC4(O)C[C@H](O)CCC34/C=N/NC(=O)c3ccccc3Cl)C1(O)CCC2C1=CC(=O)OC1 (stereo partly drawn)	0.3	6	0
CCN(CC)c1ccc(N=Cc2c(O)n(-c3ccccc3C)c(=O)[nH]c2=O)cc1	0.5	3	-15
O=C1C=C2C=C[C@H]3C[C@]2(O1)[C@@H]1CCCCN13	-0.9	22	-6
CCN1C(=O)C(=Cc2ccc(N3CCOCC3)o2)C(=O)N(CC)C1=S	-2.1	9	6
COc1ccc(C(=O)Cn2c(NCCCl)nc3ccccc32)cc1	0.7	0	-22
O=CNc1ccc(OP(=O)(Oc2ccccc2)Oc2ccccc2)cc1	0.4	12	-10
CCOC(=O)c1cc(CC)sc1/N=C/c1c(O)[nH]c(=S)[nH]c1=O	-0.7	19	5
COc1ccc(N=Cc2c(O)n(-c3ccc(C)cc3)c(=O)[nH]c2=O)cc1	0.2	14	-8
CCN(CC)CCCOC(=O)C(OC(C)C)(c1ccccc1)c1ccccc1	-1.6	15	-25
CCC(=NCCC1=CCCCC1)c1c(O)[nH]c(=O)[nH]c1=O	-0.5	45	-7
O=C(CCC(=O)N1C[C@H]2C[C@@H](C1)c1cccc(=O)n1C2)NCc1cccc(C(F)(F)F)c1	2.2	19	3
CCCOc1ccc(C(C)=O)cc1Cc1c(O)[nH]c(=S)[nH]c1=O	-1.4	7	6
O=C(COc1ccccc1)N1CCN(C/C=C/c2ccccc2)CC1	0.8	3	-35
O=C(CCN1CCCCC1)Nc1ccc(Br)cc1C(=O)c1ccccc1	1.9	-4	-22
Clc1ccc(CO/N=C(\Cn2ccnc2)c2ccc(Cl)cc2Cl)c(Cl)c1	-1.1	50	19
O=c1[nH]c(=O)n(CCc2ccccc2)c(O)c1C=NCCCn1ccnc1	-0.9	7	-15
O=C1NC(=O)N(c2ccccc2)C(=O)/C1=C/c1ccc([N+](=O)[O-])s1	-0.1	57	0
O=C(O)C1CN2CCC1CC2 (stereo not drawn)	-2.0	18	-8
COc1ccc(C(=O)O/N=C(/C(N)=O)P(=O)(OC(C)C)OC(C)C)cc1	-0.5	1	26
COc1cccc(C(=O)C2CCCN(Cc3cnn(C(C)C)c3)C2)c1 (stereo not drawn)	-1.7	6	-17
COc1ccc(OCC(=O)N2CCN(Cc3nc4cc([N+](=O)[O-])ccc4n3C)CC2)cc1	-1.7	15	-16
O=S(=O)(c1ccc(Cl)cc1)N1CN2CCN(C2)C1	0.3	11	-4
COC(=O)[C@]12OC[C@]34C([C@@H](O)[C@@H]1O)[C@]1(C)CC(=O)C(O)=C(C)[C@@H]1C[C@H]3OC(=O)[C@H](O)[C@@H]24 (stereo partly drawn)	-0.2	14	-17
COc1ccc(-c2nc3ccccc3c(=O)n2-c2ccc(OC)cc2)cc1	-0.7	24	-30
CC1CN=C(NCc2ccncc2)S1 (stereo not drawn)	0.4	17	-28
CC(=NCc1ccco1)c1c(O)n(C)c(=O)n(C)c1=O	-0.9	9	-24
CN(C)C(=O)Nc1cccc(OC(=O)N(C)C)c1	-1.1	4	-4
CC(=NCCc1ccccc1)c1c(O)[nH]c(=O)[nH]c1=O	-0.1	-1	-13
O=C(Nc1ccc(Cl)cc1C(=O)c1ccccc1)c1ccccc1	1.9	29	-6
COc1ccccc1OCC#CCN1CCOCC1	-0.6	18	-14
Cn1c(=O)[nH]c2nncnc2c1=O	-1.3	70*	5
COc1cccc(N(C(C)=O)C2=NCCCS2)c1	0.0	6	-12
O=C(c1ccc(F)cc1Cl)N1CCC2(CC1)OCCO2	0.5	4	4
CCCCCn1cc(C(=O)C(=O)N2CCOCC2)c2ccccc21	-0.5	4	-16
O=C1C2CCCN2C(c2ccccc2)N1c1ccccn1 (stereo not drawn)	-2.3	15	-3
COC(=O)C1=C(c2ccc(S(C)(=O)=O)cc2)C[C@@H]2CC[C@H]1N2C(=O)N1CCCC1	0.6	3	-3
O=C1NC(=O)C2(Cc3ccccc3N3CCCC32)C(=O)N1c1ccccc1 (stereo not drawn)	-0.9	9	-19
COc1ccc(-n2c(O)c(C(C)=NC3CC3)c(=O)[nH]c2=O)cc1	-0.7	17	-11
Cn1cccc1CNCCc1ccc(F)cc1	-1.9	11	-24
CCOC(=O)c1c(NC(=O)C(c2ccccc2)c2ccccc2)sc2c1C1CCN2CC1	-0.7	26	-21
CNCC(O)c1cc(OCc2ccccc2)c(OCc2ccccc2)cc1F (stereo not drawn)	1.4	3	4
O=c1[nH]c(O)c(C=Nc2ccccc2[N+](=O)[O-])c(=O)[nH]1	0.4	18	-17
Cc1c(C=O)c2ccccc2n1Cc1ccccc1F	1.8	18	-23

Additional results follow:
SMILES	STK33 inh	OX1R antag-1	OX1R antag-2
COc1ccc(CN2C(=O)NC(=O)/C(=C\c3ccc(OC)c(OC)c3OC)C2=O)cc1	-2.1	15	-26
C(=NC12CN3CN(CN(C3)C1)C2)c1cccnc1	-0.2	22	-2
O=C(Cc1ccc(Cl)cc1)NCCN1CCN(C(=O)Cc2ccc(Cl)cc2)CC1	-0.7	12	-21
CC(C)(C)C(=O)O[C@H]1CC[C@@]2(C)C(=CC(=O)C3C2CC[C@]2(C)C(=O)[C@@H](F)CC32)C1 (stereo partly drawn)	1.1	13	-17
Oc1cc(Cl)ccc1Oc1ccc(Cl)cc1Cl	-0.4	45*	25
Cc1ccc(N2C(=O)CC(=O)NC2=O)cc1Cl	-0.3	21	-42
CN1CCN2c3ccccc3CC3(C(=O)N(C)C(=O)N(C)C3=O)C2C1 (stereo not drawn)	-0.3	-1	-4
CCCCN1C(=N)C(CC)(CC)C(=O)NC1=O	-0.1	11	2
C=CCn1c(O)c(C=NCCN2CCOCC2)c(=O)[nH]c1=S	-2.1	3	6
CCCn1ncc(C(=O)O)c1C	0.5	16	-13
CN(C)C(=O)CSc1nnc([C@@H](N)Cc2ccccc2)o1	-0.8	9	-6
CCCCC(=O)N/N=C/c1c(O)n(CCc2ccc(OC)c(OC)c2)c(=O)[nH]c1=O	4.9	5	-17
CP(=O)(Nc1ccc(Cl)cc1)c1nc2c(s1)CCCC2 (stereo not drawn)	0.9	7	-15
Cc1ccc(C)c(OCC(=O)N2CCCN(C)CC2)c1	-2.4	10	-16
COC(=O)C1=C(c2ccc(F)cc2OCc2ccccc2)C[C@@H]2CC[C@H]1N2C(=O)N1CCCCC1	-2.1	8	-37
CCCCC(=O)N/N=C/c1c(O)n(CCCC)c(=S)[nH]c1=O	-1.2	4	-19
Cc1cc(S(N)(=O)=O)ccc1N=Cc1c(O)n(-c2ccccc2)c(=O)[nH]c1=O	-1.0	13	-2
Cc1ccc2c(c1)CC1(CN2C)C(=O)NC(=O)N(c2ccccc2C)C1=O (stereo not drawn)	0.0	23	-23
CCC(=NCc1ccco1)c1c(O)n(Cc2ccccc2)c(=O)[nH]c1=O	0.8	6	-22
O=C(CF)NC(NC(=S)Nc1cccc([N+](=O)[O-])c1)C(Cl)(Cl)Cl (stereo not drawn)	-1.1	20	-20

Four of the compounds above, field by field.
> Cc1cc(S(N)(=O)=O)ccc1N=Cc1c(O)n(-c2ccccc2)c(=O)[nH]c1=O
  STK33 inh: -1.0; OX1R antag-1: 13; OX1R antag-2: -2
> CP(=O)(Nc1ccc(Cl)cc1)c1nc2c(s1)CCCC2 (stereo not drawn)
  STK33 inh: 0.9; OX1R antag-1: 7; OX1R antag-2: -15
> COC(=O)C1=C(c2ccc(F)cc2OCc2ccccc2)C[C@@H]2CC[C@H]1N2C(=O)N1CCCCC1
  STK33 inh: -2.1; OX1R antag-1: 8; OX1R antag-2: -37
> CCCCC(=O)N/N=C/c1c(O)n(CCCC)c(=S)[nH]c1=O
  STK33 inh: -1.2; OX1R antag-1: 4; OX1R antag-2: -19

Carrying on.
SMILES	STK33 inh	OX1R antag-1	OX1R antag-2
CCn1cc(C(=O)NCc2ccccc2)c2ccccc21	nt	17	-24
COC(=O)C1=C(c2ccc(F)cc2F)C[C@@H]2CC[C@H]1N2C(=O)NCCOc1ccccc1	-0.3	3	-33
CCSC1=NN1c1cc(C)nc(N)n1	-0.4	7	0
CCCCCn1c(=O)c(C(=O)NCc2ccncc2)c(O)c2ccccc21	-2.2	18	-28
COc1ccc(N2CCN(C(CNC(=O)Oc3ccccc3)c3cccnc3)CC2)cc1 (stereo not drawn)	-0.6	7	-27
CCCCCCN=C(CC)c1c(O)n(CCCC)c(=O)[nH]c1=O	1.6	2	-4
C=CCc1cc(C=C2C(=O)NC(=O)NC2=O)cc(OC)c1OCc1ccc(C(=O)O)cc1	-1.8	10	0
CN1CCC2(CC1)N=C(c1ccc(F)cc1)C(=S)N2	-2.0	31	19
O=C(NC(=S)N1C[C@H]2C[C@H](C1)c1cccc(=O)n1C2)c1ccc(F)cc1	-2.0	11	-6
Cc1cccc(N2C(=O)NC(=O)/C(=C\c3ccc(N4CCOCC4)cc3)C2=O)c1	0.5	-3	9

Already shown: entries from further up.
SMILES	STK33 inh	OX1R antag-1	OX1R antag-2
O=C(O)C1CN2CCC1CC2 (stereo not drawn)	-2.0	18	-8
COc1ccc(C(=O)O/N=C(/C(N)=O)P(=O)(OC(C)C)OC(C)C)cc1	-0.5	1	26
COc1cccc(C(=O)C2CCCN(Cc3cnn(C(C)C)c3)C2)c1 (stereo not drawn)	-1.7	6	-17
COc1ccc(OCC(=O)N2CCN(Cc3nc4cc([N+](=O)[O-])ccc4n3C)CC2)cc1	-1.7	15	-16
O=S(=O)(c1ccc(Cl)cc1)N1CN2CCN(C2)C1	0.3	11	-4

The results go on.
SMILES	STK33 inh	OX1R antag-1	OX1R antag-2
O=C(CCN1CCCCC1)NCC(=O)Nc1ccc(Br)cc1C(=O)c1ccccc1	-2.7	3	-29
COc1ccccc1OCC(=O)N1CCCC(N(C)Cc2ccccc2)C1 (stereo not drawn)	-0.8	21	2
COCCn1cc(C(=O)N2CCC3(CC2)OCCO3)c2c3ccccc3n(C)c2c1=O	-0.4	5	-19
O=C(O)C1(c2ccc(Cl)cc2)CCC1	-0.5	8	-4
C=CCn1c(O)c(N=Nc2c(C)n(C)n(-c3ccccc3)c2=O)c(=O)[nH]c1=S	-3.0	58	-8
C#CCN1C(=O)C2(C(C#N)=C(N)OC(C)=C2C(=O)OCc2ccccc2)c2ccccc21 (stereo not drawn)	-0.7	12	-32
Cc1oc(C(=O)Nc2ccc(O)cc2)cc1COc1ccccc1	0.0	17	-16
O=C(OCCN1CCOCC1)C1(c2ccccc2)CCCC1	-1.1	12	-10

From PubChem
